Screening results as filed in PubChem.
PglD DTNB: C. jejuni PglD acetyltransferase inhibitors, primary screen, biochemical, DTNB colorimetric, single point; UDP-N-acetylbacillosamine N-acetyltransferase PglD (Campylobacter jejuni); purified PglD enzyme, DTNB colorimetric CoA detection; AID 602405, 2012; inhibition, % at 12.5 µM; 360,000 tested, 0.098% active; in the data active = inhibition above about 16%, passing the limit was not always enough; inconclusive = no clear call, values can overlap the other calls; note: strong numbers were not always called active
ERp5 block: inhibitors of ERp5-driven insulin aggregation, primary screen, biochemical, turbidity, absorbance 650 nm, single point. Protein disulfide-isomerase A6 (Homo sapiens), Q15084. 90 min. inhibition, % at 9.99 µM. 350,000 tested, 0.05% active;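 active = mean replicate inhibition above about 25%, with every replicate also reaching it, limit read from the data, passing the limit was not always enough; inconclusive = only one of those two criteria met; inactive = neither criterion met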
Target sequence (Q15084 whole entry, looked up): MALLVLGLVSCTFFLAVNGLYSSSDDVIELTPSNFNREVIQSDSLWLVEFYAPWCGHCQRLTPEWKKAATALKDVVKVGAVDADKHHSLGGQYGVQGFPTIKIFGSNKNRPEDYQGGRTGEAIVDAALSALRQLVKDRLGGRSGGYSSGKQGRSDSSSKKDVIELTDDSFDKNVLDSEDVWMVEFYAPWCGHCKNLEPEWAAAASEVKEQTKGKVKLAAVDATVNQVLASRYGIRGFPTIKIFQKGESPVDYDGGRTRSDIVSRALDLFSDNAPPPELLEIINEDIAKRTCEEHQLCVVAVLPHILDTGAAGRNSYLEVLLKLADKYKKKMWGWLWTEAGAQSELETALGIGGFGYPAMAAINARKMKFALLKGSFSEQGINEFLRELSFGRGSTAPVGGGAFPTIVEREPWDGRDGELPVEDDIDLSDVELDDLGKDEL
S100A4 MyoIIA: inhibitors of S100A4-myosin IIA peptide binding, primary screen, biochemical, fluorescence polarization, TAMRA-MyoIIA peptide; Protein S100-A4 (Homo sapiens), P26447; 360,000 tested, 0.14% active; AID 652163, 2013; inhibition, % at 10.7 µM;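 active = mean inhibition of at least 70% across replicates, with every replicate also reaching that level; inconclusive = mean inhibition reaches 70% but some replicates fall short; inactive = mean inhibition below 70%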
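Material: S100A4 monomer protein / Buffer or medium: 50 mM HEPES pH 7.2, 10 mM CaCl2, 100 mM KCl / Times: 5 min incubation before reading / Benchmarks: neutral control DMSO, positive control TFP / Reagent: labelled myosin peptide probe, 5 nM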
C2C12 statin: suppressors of statin myotoxicity in C2C12 myotubes, primary screen, cell-based, single point, plate reader. C2C12 myotubes + simvastatin, ATP luminescence, 48 h; scaled: DMSO 0, geranylgeraniol control 100. rescue of ATP level, % at 7.49 µM. 330,000 tested, 0.78% active. AID 602340, 2012;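 active = mean ATP rescue above about 67%, or every replicate alone reaching that limit, limit read from the data, passing the limit was not always enough; inconclusive = no clear call, values can overlap the other calls; inactive = mean under the limit and some replicate under it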;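 note: myotubes were challenged with 10 µM simvastatin during compound exposure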
SIRT5 inh: SIRT5 desuccinylase inhibitors, primary screen, biochemical, fluorescence imaging, single point, set 5; NAD-dependent protein deacylase sirtuin-5, mitochondrial (Homo sapiens), Q9NXA8; Purified SirT5, succinyl-peptide AMC, trypsin-coupled fluorescence; inhibition, % at 15 µM; 330,000 tested, 1.1% active; AID 652115, 2013; in the data active = inhibition above about 15%; inconclusive = no clear call, values can overlap the other calls
DENV2 CPE rescue: inhibitors of DENV2 cytopathic effect, primary screen, cell-based, plate reader, single concentration. DENV2-infected cells, cytopathic effect rescue. CPE inhibition, % at 9.99 µM. 350,000 tested, 1.7% active; in the data active = CPE inhibition above about 20%, passing the limit was not always enough; inconclusive = no clear call, values can overlap the other calls; tested in BHK-21 cells;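 note: 0% = median of neutral control wells and 100% = median of positive control wells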
E-sel inducer: E-selectin induction in HUVECs, primary screen, imaging, HUVEC, immunofluorescence imaging, single point. 260,000 tested, 0.37% active. normalized: neutral wells 0, TNF-alpha wells 100. AID 686992, 2013. P16581. activation, % at 7.58 µM;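 active = mean E-selectin-positive cell signal at least 10% of the positive control, reached in at least 60% of replicates, without over 20% cell loss; inconclusive = no rule given, readout overlaps actives, possibly toxicity-flagged; inactive = the rest, including those meeting only one limit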;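 note: in these data hits start at about 27%; measured in HUVEC primary endothelial cells; signal is the percent of cells scored E-selectin positive by PE staining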
Target sequence (P16581 whole entry, looked up): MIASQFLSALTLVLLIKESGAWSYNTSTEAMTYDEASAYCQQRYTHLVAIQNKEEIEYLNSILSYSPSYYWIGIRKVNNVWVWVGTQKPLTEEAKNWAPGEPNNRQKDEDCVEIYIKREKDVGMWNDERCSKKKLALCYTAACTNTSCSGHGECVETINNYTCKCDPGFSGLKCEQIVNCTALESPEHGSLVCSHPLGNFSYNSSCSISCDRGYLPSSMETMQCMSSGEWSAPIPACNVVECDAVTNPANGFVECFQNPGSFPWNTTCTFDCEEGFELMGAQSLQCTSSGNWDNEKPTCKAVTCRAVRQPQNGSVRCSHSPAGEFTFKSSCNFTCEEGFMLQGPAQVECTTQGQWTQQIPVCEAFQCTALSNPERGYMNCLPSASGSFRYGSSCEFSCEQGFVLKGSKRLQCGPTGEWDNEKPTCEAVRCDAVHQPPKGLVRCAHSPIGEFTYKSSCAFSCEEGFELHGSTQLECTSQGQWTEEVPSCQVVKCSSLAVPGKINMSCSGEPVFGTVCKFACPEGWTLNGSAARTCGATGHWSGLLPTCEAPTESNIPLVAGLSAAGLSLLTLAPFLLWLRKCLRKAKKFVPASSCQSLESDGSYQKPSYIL
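Assay system: HUVEC, human umbilical vein endothelial cells / Amount: 3,000 HUVEC/well / Controls: TNF-alpha positive control, DMSO neutral control / Compound dosing: single concentration / Medium: EGM-2 over gelatin coat / Evaluation: percent E-selectin-positive cells / Signal: immunofluorescence imaging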
* = called active by the depositor.

`Cc1ccc(CNC(=O)C2CC=CCC2C(=O)O)cc1` (centres undefined) gave PglD DTNB -0.2, ERp5 block 1.0, S100A4 MyoIIA -24.1, C2C12 statin 4.6, SIRT5 inh -2.6, DENV2 CPE rescue 1.4 and E-sel inducer -0.2.
For Cc1ccc(/C=N/NC(=O)CSc2nnc(-c3ccc(Cl)cc3)n2-c2ccc(Cl)cc2)o1 the results were ERp5 block 2.0, S100A4 MyoIIA 1.9, C2C12 statin 8.8, SIRT5 inh -2.1 and DENV2 CPE rescue 2.2.
COc1cccc(CNC(=O)C[C@@H]2CC[C@H](NS(=O)(=O)c3ccccc3OC)[C@H](CO)O2)c1 was read as PglD DTNB 3.1, ERp5 block -1.4, S100A4 MyoIIA 20.2, C2C12 statin 1.8, SIRT5 inh 0.6, DENV2 CPE rescue -0.8 and E-sel inducer -0.3.
O=C(CN1C(=O)NC2(CCCCCC2)C1=O)NCCc1ccc(F)cc1 was read as PglD DTNB 1.7, ERp5 block -0.9, S100A4 MyoIIA -0.2, C2C12 statin -1.8, SIRT5 inh -1.5 and DENV2 CPE rescue -4.9.
COc1ccc(-c2ccc3c(c2)O[C@H](CN(C)Cc2cccnc2)[C@H](C)CN([C@@H](C)CO)S3(=O)=O)cc1 was read as PglD DTNB 11.8, ERp5 block 9.6, S100A4 MyoIIA -5.8, C2C12 statin -7.4, SIRT5 inh 2.8, DENV2 CPE rescue -6.0 and E-sel inducer -0.4.
CCC(C(=O)NC1CCCCC1)N(Cc1cccs1)C(=O)c1snc(C(N)=O)c1N (centres undefined) was read as PglD DTNB 5.4, ERp5 block -0.9, S100A4 MyoIIA -8.4, SIRT5 inh -2.0 and DENV2 CPE rescue 0.6.
Screening COCC(=O)Nc1ccc2c(c1)C(=O)N(C)C[C@H](OC)[C@H](C)CN(C)[C@@H](C)CO2 returned PglD DTNB -2.5, ERp5 block 2.0, S100A4 MyoIIA 2.2, C2C12 statin 1.8, SIRT5 inh -1.3, DENV2 CPE rescue -6.1 and E-sel inducer -0.1.
`O=C1/C(=C/c2cccc(Cl)c2)CSc2sccc21` gave ERp5 block -1.6, S100A4 MyoIIA 0.8, SIRT5 inh 6.1, DENV2 CPE rescue -0.8 and E-sel inducer 1.3.
Screening C[C@H]1CN([C@@H](C)CO)C(=O)Cc2cc(NC(=O)CCN3CCOCC3)ccc2O[C@@H]1CN(C)S(=O)(=O)c1ccccc1 returned PglD DTNB -7.7, ERp5 block 0.2, S100A4 MyoIIA 8.3, C2C12 statin -3.6, SIRT5 inh 0.6, DENV2 CPE rescue 0.3 and E-sel inducer -2.7.
Clc1cc(Cl)c(Cl)c(Cl)c1Cl was read as PglD DTNB -3.8, ERp5 block -5.1, S100A4 MyoIIA -1.9, C2C12 statin -3.2 and DENV2 CPE rescue -7.3.
Nc1nc(-c2cc(Cl)cc(Cl)c2OC(F)F)cs1 was read as ERp5 block 1.8, S100A4 MyoIIA 7.9, SIRT5 inh -1.0, DENV2 CPE rescue 0.5 and E-sel inducer -0.1.
Cc1ccc(C(=O)Nc2ccc3c(c2)OCO3)cc1NC(=O)c1ccco1 was read as PglD DTNB -5.1, ERp5 block 3.3, S100A4 MyoIIA 4.7, C2C12 statin 11.0, DENV2 CPE rescue -4.0 and E-sel inducer 5.4.
For CCCN(CC(=O)Nc1ccccc1C)C(=O)c1ccc2ccccc2n1 the results were ERp5 block -4.1, S100A4 MyoIIA 19.0, C2C12 statin 25.4, SIRT5 inh -0.8, DENV2 CPE rescue 1.0 and E-sel inducer 3.2.
`CCN(CC)C(=O)C1=C(C)N(CCC2=CCCCC2)C(=O)C(CC(=O)NCc2cccc3ccccc23)C1` (centres undefined) gave PglD DTNB -2.8, ERp5 block 8.4, S100A4 MyoIIA 6.4, C2C12 statin 0.3, SIRT5 inh 4.3 and DENV2 CPE rescue -3.5.
Screening COC(=O)C(C)Oc1ccc(Cc2ncc(C(F)(F)F)cc2Cl)cc1 (centres undefined) returned PglD DTNB -8.0, ERp5 block -4.4, S100A4 MyoIIA -4.8, C2C12 statin 13.0, SIRT5 inh -1.2, DENV2 CPE rescue -3.8 and E-sel inducer 0.4.
Screening O=C1CCC/C=C\C[C@@H](CC(=O)N(CCO)Cc2ccccc2)C(=O)N[C@H](Cc2c[nH]c3ccccc23)CO1 returned PglD DTNB -5.1, ERp5 block -2.6, S100A4 MyoIIA -3.8, C2C12 statin 13.2, SIRT5 inh 1.0 and DENV2 CPE rescue -7.3.
Screening Cc1ccc(OCc2cccc(S(=O)(=O)N(C)C)c2)c([N+](=O)[O-])n1 returned PglD DTNB 0.9, ERp5 block 0.4, S100A4 MyoIIA 0.9, C2C12 statin -4.6, SIRT5 inh -1.3, DENV2 CPE rescue 9.5 and E-sel inducer 0.2.
Screening O=C(NC(=S)Nc1cccc(Cl)c1N1CCOCC1)c1cccs1 returned ERp5 block -4.6, S100A4 MyoIIA 2.0, SIRT5 inh -0.7 and DENV2 CPE rescue -4.1.
O=C(CSc1nc(=O)n(CCN2CCOCC2)c2c1CCCC2)Nc1ccc([N+](=O)[O-])cc1 was read as PglD DTNB 11.2, ERp5 block 1.6, S100A4 MyoIIA -3.2, C2C12 statin 6.5, SIRT5 inh 4.9, DENV2 CPE rescue -5.8 and E-sel inducer -0.6.
Screening CN1CCN(C(=O)CCN2C(=O)/C(=C/c3cccc(Br)c3)SC2=S)CC1 returned PglD DTNB -0.9, ERp5 block 2.4, S100A4 MyoIIA -17.1, C2C12 statin 31.6, SIRT5 inh -0.9 and DENV2 CPE rescue 0.9.
CN1C(=O)c2cc(NC(=O)C3CC3)ccc2OC[C@@H]2O[C@H](CC(=O)NC3CCC3)CC[C@@H]21 was read as PglD DTNB 10.1, ERp5 block -1.4, S100A4 MyoIIA 5.9, C2C12 statin 6.3, SIRT5 inh 2.9, DENV2 CPE rescue inconclusive and E-sel inducer 0.0.
Screening Cc1c(C)n(C)c2ccc(C(=O)NCCCN3CCCC3)cc12 returned PglD DTNB -1.2, ERp5 block -1.0, S100A4 MyoIIA -11.3, C2C12 statin -3.3, SIRT5 inh -3.6 and DENV2 CPE rescue 2.6.
Screening CC(C)C#Cc1ccc([C@@H]2[C@@H](CO)N3C(=O)CN(S(=O)(=O)c4ccccc4)C[C@H]23)cc1 returned ERp5 block 1.7, S100A4 MyoIIA 1.9, SIRT5 inh 4.6, DENV2 CPE rescue 1.8 and E-sel inducer 0.5.
`CCN(CC)CCCN(C)C(=O)Cn1nc(Cc2ccncc2)c2ccccc2c1=O` gave PglD DTNB -5.1, ERp5 block -0.4, S100A4 MyoIIA -10.8, C2C12 statin -9.9, SIRT5 inh -3.5 and DENV2 CPE rescue -1.3.
Screening COc1ccc(Cl)cc1-c1n[nH]c(=S)n1Cc1ccccc1 returned PglD DTNB -4.4, ERp5 block 0.9, S100A4 MyoIIA 0.3, C2C12 statin -3.7, SIRT5 inh -1.3, DENV2 CPE rescue -5.0 and E-sel inducer 0.0.
COc1ccc(NC(=O)Nc2ccc3c(c2)[C@H]2C[C@@H](CC(=O)NCc4ccccn4)O[C@@H](CO)[C@H]2O3)cc1 was read as PglD DTNB -0.1, ERp5 block -4.8, S100A4 MyoIIA -2.3, C2C12 statin -0.1, SIRT5 inh 0.6, DENV2 CPE rescue 1.7 and E-sel inducer 0.7.
CCc1ccc(NS(=O)(=O)c2ccc3[nH]cc(C(=O)N(C)Cc4ccco4)c(=O)c3c2)cc1 was read as PglD DTNB -4.6, ERp5 block -2.2, S100A4 MyoIIA 2.5, C2C12 statin 33.0, SIRT5 inh -6.5 and DENV2 CPE rescue 2.7.
Screening Fc1ccc(-c2n[nH]c(=S)n2-c2ccc3c(c2)OCCO3)cc1 returned ERp5 block -34.9, S100A4 MyoIIA -3.3, SIRT5 inh -3.7 and DENV2 CPE rescue 1.5.
CCCCN1C(=O)C(C)=C(C)C1OCCc1ccc(OC)c(OC)c1 (centres undefined) was read as PglD DTNB 11.2, ERp5 block -2.1, S100A4 MyoIIA 50.0, C2C12 statin -1.6, SIRT5 inh 1.2 and DENV2 CPE rescue -4.0.
COC(=O)c1ccccc1S(=O)(=O)N1CCC(C(=O)OCc2cccc(OC)c2OC)CC1 was read as ERp5 block 4.3, S100A4 MyoIIA 1.4, SIRT5 inh -5.1 and DENV2 CPE rescue -0.6.
Screening CCC(C(=O)O)n1nnc(-c2ccc(OCc3ccccc3)c(OC)c2)n1 (centres undefined) returned ERp5 block -0.6, S100A4 MyoIIA -0.3, SIRT5 inh -0.5 and DENV2 CPE rescue 7.3.
`C[C@@H]1CN([C@H](C)CO)C(=O)c2cc(-c3cccc(C(=O)N(C)C)c3)cnc2O[C@H]1CN(C)S(=O)(=O)c1ccccc1` gave PglD DTNB -0.6, ERp5 block 0.5, S100A4 MyoIIA 5.7, C2C12 statin -2.3, SIRT5 inh -0.8, DENV2 CPE rescue -0.8 and E-sel inducer 4.0.
For C[C@H]1CN([C@@H](C)CO)S(=O)(=O)c2ccc(-c3cncnc3)cc2O[C@H]1CN(C)C(=O)Cc1cccnc1 the results were PglD DTNB 4.9, ERp5 block 2.5, S100A4 MyoIIA 21.6, C2C12 statin 8.5, SIRT5 inh 4.0, DENV2 CPE rescue -1.4 and E-sel inducer 0.3.
Screening O=C(c1cc(-c2ccc(O)cc2)on1)N1CCCC1 returned PglD DTNB 6.6, ERp5 block 2.2, S100A4 MyoIIA -6.9, C2C12 statin 47.7, SIRT5 inh -3.5 and DENV2 CPE rescue -0.2.
For O=C(c1[nH]ncc1-c1ccc(Cl)cc1)C1CO1 (centres undefined) the results were PglD DTNB -6.3, ERp5 block -0.8, S100A4 MyoIIA -26.5, C2C12 statin 12.6, SIRT5 inh -1.9 and DENV2 CPE rescue 2.6.
Screening CC(C)C#Cc1ccc2c(c1)O[C@@H](CN(C)Cc1cncnc1)[C@H](C)CN([C@@H](C)CO)S2(=O)=O returned PglD DTNB 1.1, ERp5 block -1.0, S100A4 MyoIIA 5.4, C2C12 statin -58.8, SIRT5 inh 0.9, DENV2 CPE rescue -10.0 and E-sel inducer -0.1.
CO[C@H]1CN(C)C(=O)c2ccc(NC(=O)c3cc(C)on3)cc2OC[C@H](C)N(C)C[C@@H]1C was read as ERp5 block -2.0, S100A4 MyoIIA -5.8, SIRT5 inh -0.5, DENV2 CPE rescue 2.0 and E-sel inducer 0.2.
C[C@H](CO)N1C[C@H](C)[C@H](CN(C)C(=O)c2ccncc2)OCCCC[C@H](C)Oc2ccc(NC(=O)c3ccncc3)cc2C1=O was read as PglD DTNB -2.2, ERp5 block 5.3, S100A4 MyoIIA 16.9, SIRT5 inh 1.9, DENV2 CPE rescue 8.9 and E-sel inducer 0.6.
CO[C@@H]1CN(C)C(=O)c2cc(NC(=O)C3CC3)ccc2OC[C@@H](C)N(Cc2cccnc2)C[C@@H]1C was read as PglD DTNB -1.4, ERp5 block -1.5, S100A4 MyoIIA 19.1, C2C12 statin -4.1, SIRT5 inh 0.1, DENV2 CPE rescue -7.9 and E-sel inducer -0.2.
`CC(=O)N/C(=C\c1ccccc1)C(=O)N1CCOCC1` gave ERp5 block -1.0, S100A4 MyoIIA -2.2, SIRT5 inh -1.3 and DENV2 CPE rescue -1.9.

A portion of the library; rates above refer to the full screens.
